Diaphorase act = compounds boosting diaphorase resazurin reduction – biochemical, uHTS, resorufin fluorescence, counter-screen for diaphorase-coupled primary assays, primary screen; Diaphorase/resazurin coupled assay, 16 min; hits give high values; 1 = vehicle wells, 0 = NADH-free wells; activation factor at 20 µM; 190,000 compounds, 0.005% hits; AID 1229, 2008;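 active = diaphorase activity raised at least twofold by the compound at 20 µM; inactive = activation factor below 2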
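Test system: Clostridium kluyveri diaphorase, purified enzyme; input: enzyme 0.07 U/mL final; buffer or medium: 50 mM HEPES pH 7.4 with 4.542 mM MgCl2, 0.005% Tween 20; also added: 0.114 mM NADH and 0.1 mM resazurin, final amounts; schedule: 16 min enzyme reaction, ambient temperature; technique: fluorescence of resorufin, 544 nm excitation, 590 nm emission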
G6PDH CS = L. mesenteroides G6PDH inhibitors, counter-screen for G6PDH-coupled screening assays, biochemical, Leuconostoc mesenteroides enzyme. glucose-6-phosphate dehydrogenase [Leuconostoc mesenteroides]. Purified L. mesenteroides G6PDH, diaphorase/resazurin coupled fluorescence, 45 min. inhibition, % at 5 µM. 200,000 compounds, 0.12% hits. AID 1020, 2008; in the data active = inhibition above about 50%
Diaph inh CS = diaphorase inhibitors and chemical oxidizers, primary screen, counter-screen for diaphorase-coupled primary assays, biochemical, uHTS, resorufin fluorescence; 190,000 compounds, 0.69% hits; diaphorase resazurin-to-resorufin fluorescence, NADH, 16 min; bacterial (C. kluyveri) enzyme, not human; inhibition, % at 20 µM;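 active = primary screen inhibition at 20 µM above a set limit, cut at about 50% in these data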;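 also: plate controls were DMSO with full reaction for no effect and wells lacking NADH for full effect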
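material = Clostridium kluyveri diaphorase enzyme | amount = 0.14 U/mL diaphorase, enzyme working solution | schedule = incubation 16 min, room temperature | detection = fluorescence of resorufin formed from resazurin, Ex 544/Em 590 nm | benchmarks = positive control minus NADH, DMSO neutral control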
STAT1 activator = STAT1 signaling activators, primary screen, cell-based, HTS, luciferase reporter | NIH 3T3 STAT1-luciferase reporter, IFN-gamma, luminescence; 100% = IFN-gamma alone, no compound | activation (% of control), % at 5.5 µM | 200,000 compounds, 2.6% hits;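 active = activation above the screen-wide mean activation plus 3 SD, cut at about 130% in these data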;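 also: raw ratio to IFN-gamma control signal so 100% means no change and 0% no light; values of inactives mirror those of a sister screen read the other way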
STAT1 inh = STAT1 signaling inhibitors, primary screen, cell-based, HTS, luciferase reporter. inhibition, % at 5.5 µM. NIH 3T3 STAT1-luciferase reporter, IFN-gamma, luminescence. AID 920, 2007. 200,000 compounds, 0.35% hits;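 active = inhibition above a set limit, the mean inhibition across all tested compounds plus 3 SD, cut at about 34% in these data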;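 also: 0% = IFN-gamma with DMSO and 100% = IFN-gamma with 300 µM nifuroxazide; values of inactives mirror those of a sister screen read the other way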
Hsp70 activator = Hsp70 transcriptional activators, primary screen, cell-based, HeLa, Hsp70 promoter luciferase, luminescence, 10 µM; HeLa Hsp70 promoter luciferase reporter; scaled: vehicle 0, proteasome-inhibitor control 100%; activation, % at 10 µM; 200,000 compounds, 0.04% hits;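 active = activation above the mean across all tested compounds plus 3 SD, cutoff set per campaign, cut at about 5.5% in these data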;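 also: 100% = MG132 at 30 µM as the positive control and 0% = DMSO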
STAT3 act = IL-6 driven STAT3 reporter potentiators, primary screen, U3A cells, luciferase, luminescence, MLSCN library | 190,000 compounds, 0.91% hits | IL-6 STAT3-luciferase reporter; 100% = signal with IL-6 EC80 alone | activation (% of control), % at 5.6 µM | AID 871, 2007;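 active = activation above the screen-wide mean of compound activation plus 3 SD, cut at about 130% in these data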;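 also: 0% = background luminescence of wells with medium and substrate only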
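Material: STAT3-luciferase reporter U3A cells; Probe or stimulus: IL-6 (33 ng/mL); Incubation: compound pre-incubation 1 h before IL-6, then 6 h stimulation at 37 °C; Technique: luminescence from STAT3-driven luciferase reporter; Evaluation: % activation versus median of IL-6-stimulated wells; Controls: IL-6-only high control.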
STAT3 inh = IL-6 driven STAT3 reporter inhibitors, primary screen, U3A cells, luciferase, luminescence, MLSCN library; IL-6 STAT3-luciferase reporter; host cell line lacks STAT1; inhibition, % at 5.5 µM; 190,000 compounds, 0.89% hits;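 active = inhibition above the mean inhibition across all screened compounds plus 3 SD, cut at about 44% in these data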;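 also: 0% = DMSO only wells and 100% = 100 µM nifuroxazide control wells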
TLR4 MyD88 comp = inhibitors of TLR4-MyD88 association in cells, primary screen, cell-based, HeLa CL3-4, BLA complementation, FRET ratio. 200,000 compounds, 0.18% hits. HeLa CL3-4 TLR4/MyD88 BLA complementation. inhibition, % at 8.4 µM. Toll-like receptor 4 (Homo sapiens) + Myeloid differentiation primary response protein …; in the data active = inhibition above about 25%;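 also: 0% = vehicle and 100% = reference inhibitor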
Target sequence (O00206 whole entry, looked up): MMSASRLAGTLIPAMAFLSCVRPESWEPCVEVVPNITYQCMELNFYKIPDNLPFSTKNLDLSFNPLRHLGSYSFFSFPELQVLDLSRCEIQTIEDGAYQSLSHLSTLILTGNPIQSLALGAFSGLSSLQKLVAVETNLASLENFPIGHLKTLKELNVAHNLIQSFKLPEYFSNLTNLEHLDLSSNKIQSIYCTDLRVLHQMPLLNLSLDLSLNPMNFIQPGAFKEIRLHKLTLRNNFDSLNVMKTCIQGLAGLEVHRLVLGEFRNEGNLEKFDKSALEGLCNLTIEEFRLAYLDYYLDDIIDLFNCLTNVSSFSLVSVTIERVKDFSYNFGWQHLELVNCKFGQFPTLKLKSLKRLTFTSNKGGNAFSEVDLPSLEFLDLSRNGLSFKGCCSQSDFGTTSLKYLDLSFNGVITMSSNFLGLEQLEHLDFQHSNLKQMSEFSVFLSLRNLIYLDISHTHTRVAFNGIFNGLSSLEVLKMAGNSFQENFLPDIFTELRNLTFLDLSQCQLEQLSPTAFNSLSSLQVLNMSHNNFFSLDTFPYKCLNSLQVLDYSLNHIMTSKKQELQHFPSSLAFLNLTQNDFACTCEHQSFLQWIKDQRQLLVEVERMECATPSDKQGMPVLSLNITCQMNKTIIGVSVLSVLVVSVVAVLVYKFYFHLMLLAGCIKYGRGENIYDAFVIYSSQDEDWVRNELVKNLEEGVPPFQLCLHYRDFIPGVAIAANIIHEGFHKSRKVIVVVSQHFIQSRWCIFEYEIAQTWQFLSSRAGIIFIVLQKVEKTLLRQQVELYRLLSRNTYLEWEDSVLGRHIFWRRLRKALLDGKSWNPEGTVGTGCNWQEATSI
Target sequence (Q99836 whole entry, looked up): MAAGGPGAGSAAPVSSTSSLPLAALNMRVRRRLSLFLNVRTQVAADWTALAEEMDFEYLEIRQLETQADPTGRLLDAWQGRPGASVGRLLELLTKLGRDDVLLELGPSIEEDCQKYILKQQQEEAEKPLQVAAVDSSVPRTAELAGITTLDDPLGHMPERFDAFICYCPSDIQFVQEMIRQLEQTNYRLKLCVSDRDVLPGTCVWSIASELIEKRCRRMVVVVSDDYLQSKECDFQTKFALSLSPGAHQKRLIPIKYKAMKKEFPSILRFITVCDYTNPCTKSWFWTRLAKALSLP
APP transl inh = inhibitors of APP translation via 5'UTR reporter, primary screen, APP 5'UTR luciferase, SH-SY5Y cells. SH-SY5Y APP 5'UTR-luciferase reporter, luminescence. inhibition, % at 2 µM. 190,000 compounds, 0.82% hits;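 active = inhibition above a set limit, derived from the sample mean plus 3 SD, cut at about 45% in these data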; also: values of inactives mirror those of a sister screen read the other way
Active calls of the source: *; . = no result given. Rows were taken by chance. Share with any hit: about 6.1%.

SMILES	Diaphorase act	G6PDH CS	Diaph inh CS	STAT1 activator	STAT1 inh	Hsp70 activator	STAT3 act	STAT3 inh	TLR4 MyD88 comp	APP transl inh
COc1ccccc1N=Nc1nc(-c2ccccc2)c(-c2ccccc2)[nH]1	0.9	-27	12	110	-10	-0.1	99	0	18	4
COc1cc(C(O)P(=O)(OCC(C)C)OCC(C)C)cc(OC)c1OC (centres undefined)	0.9	8	6	94	7	0.1	99	12	6	-2
COc1cc(Cl)c(C)cc1NC(=O)CSc1cc(Cl)ccc1Cl	0.9	-14	12	103	-4	-0.4	107	-14	-12	6
O=C(Cn1cc2c(n1)CCCCC2)NCc1cccs1	0.9	5	15	106	-7	0.1	.	.	-12	-8
Cc1ccc(-c2nn(-c3ccccc3)cc2C(=O)N2CCN(c3ccccn3)CC2)cc1	0.8	3	17	107	-8	-0.1	95	6	8	3
O=C1C2C(C(=O)N1/N=C/c1cc([N+](=O)[O-])ccc1O)C1C=CC2C12CC2 (centres undefined)	0.9	8	8	100	0	-0.3	110	-6	-1	-15
Cc1ccc(-c2nnc(SCC(=O)NC(=O)Nc3ccc(C)cc3C)n2N)cc1	1	-31	2	99	1	-0.3	98	1	-10	-8
O=C(Cc1ccc2c(c1)CCCC2)Nc1ccc2ccccc2c1	0.6	2	36	118	-20	0.1	118	-19	3	-4
CCCNC(=O)C1CCN(c2nc(C)cc(C)n2)CC1	0.9	10	6	94	6	-0.6	104	2	2	3
Cc1c(C(O)CN2CCN(Cc3ccc4c(c3)OCO4)CC2)c2ccccc2n1C (centres undefined)	0.9	2	10	104	-4	-0.2	105	-1	-12	1
COc1ccc(Cl)cc1NC(=O)CCNC(=O)OCc1ccccc1	1	6	-1	103	-5	-0.4	91	13	-20	-6
O=C(Nc1cccn(Cc2c(Cl)cccc2Cl)c1=O)c1ccccc1Cl	0.5	3	50	98	2	-0.4	88	21	-3	-18
O=C1CN2NC(=S)N(c3ccccc3)C2=CN1c1ccc(Cl)cc1	1	2	3	104	-7	-0.4	104	0	22	-7
COc1cc(C(=O)O)ccc1O	1	18	-4	103	-3	-0.3	90	9	-5	0
CCC(=O)Nc1ccccc1-c1nnn(CC(=O)N2c3ccccc3CC2C)n1 (centres undefined)	1	6	4	103	2	-0.3	105	-5	-6	11
C=CCOc1ccc(CN(C)CC(=O)Nc2ccc3c(c2)CCC3)cc1	0.8	4	18	96	3	0.0	106	-6	-2	20
COc1ccc(NC(=O)c2cccnc2)c([N+](=O)[O-])c1	1.1	-4	-14	97	1	-0.4	88	16	11	21
O=C(CSc1ccc2ccccc2c1)Nc1ncccn1	0.8	10	16	107	-8	-0.2	102	0	3	-2
COc1ccc(CNC(=O)COC(=O)CCCOc2ccc(Cl)cc2Cl)cc1	0.8	-13	16	98	3	-0.3	95	8	2	22
CCOC(=O)c1c(C)[nH]c(C)c1C(=O)COC(=O)/C=C/c1cccc(F)c1	0.9	-8	13	98	2	-0.4	106	-1	-2	8
COc1ccccc1-c1c(C)nn2c(N3CCC(C(N)=O)CC3)cc(C)nc12	1	-11	4	91	10	-0.2	98	7	-16	13
O=C(/C=C/c1ccccc1)OCCCN=C1NS(=O)(=O)c2ccccc21	0.9	13	6	94	5	-0.4	85	24	-8	-20
N#CC1(NC(=O)CN2CCc3ccccc3C2)CCCC1	0.9	5	12	91	7	-0.2	103	2	-6	0
O=C(NC1CCCCC1)C(c1ccc(F)cc1)N(C(=O)c1cccs1)c1ccc2c(c1)OCO2 (centres undefined)	1	9	0	104	-4	-0.2	102	6	2	-3
Cc1cccc2sc(NC(=O)c3cc(S(=O)(=O)N(C)C)ccc3N3CCCC3)nc12	0.9	9	10	101	-3	-0.2	113	-10	-6	0
More structures:
SMILES	Diaphorase act	G6PDH CS	Diaph inh CS	STAT1 activator	STAT1 inh	Hsp70 activator	STAT3 act	STAT3 inh	TLR4 MyD88 comp	APP transl inh
CCOC(=O)c1cc(-c2cccc(C(F)(F)F)c2)nc2nc(SC)[nH]c(=O)c12	0.9	10	7	103	-4	-0.2	109	-13	-4	-28
N#Cc1cccc(NCC(=O)Nc2ccc3c(c2)OCCO3)c1	0.9	6	8	167*	-73	0.1	82	28	3	-190
CC(C)C(C)NC(=O)COc1ccc(OCc2ccccc2)cc1 (centres undefined)	0.9	3	14	96	4	-0.2	100	6	9	1
CC1(C)CC(=O)C/C(=N\NC(=S)NCc2ccccc2)C1	1	6	-2	98	0	-0.1	102	-1	-5	-11
CCOC(=O)C1CCCN(C(=O)COC(=O)c2cc(=O)c3ccccc3o2)C1 (centres undefined)	0.8	6	16	89	12	-0.1	103	-1	0	-18
Cc1cc(C)c(S(=O)(=O)c2ccccc2)c(OC(=O)c2c(F)cccc2Cl)n1	0.7	9	31	106	-9	-0.1	107	-9	-1	11
O=C(NC(Cc1ccccc1)C(=O)OCC(=O)N1CCc2ccccc21)c1ccco1 (centres undefined)	0.9	-30	9	96	5	-0.3	107	-2	9	4
CCN(CC)c1nc(-c2nn[nH]n2)nc(N(CC)CC)n1	0.9	-8	10	100	1	-0.3	106	-1	5	7
COc1ccc2nc(NC(=O)CNS(=O)(=O)c3cccs3)sc2c1	0.9	-1	11	107	-8	-0.1	102	5	2	0
NS(=O)(=O)c1ccc(CCNC(=O)CN2CCN(c3cccc(Cl)c3)CC2)cc1	0.9	9	11	101	-1	-0.3	96	3	6	1
CCN(CC)c1ccc(/C=N/NC(=O)c2cccc(S(=O)(=O)N3CCOCC3)c2)cc1	0.8	-1	25	103	-4	-0.3	95	6	13	6
CS(=O)(=O)c1ccc2nc(NC(=O)Cc3ccccc3)sc2c1	1.1	7	-12	112	-15	-0.3	.	.	5	7
COc1ccc(NS(=O)(=O)c2cc(NC(=O)CCSc3ccccc3)ccc2OC)cc1	0.8	6	22	97	4	-0.3	99	5	13	-16
CCOc1ncccc1C(=O)Nc1cc(S(=O)(=O)N2CCOCC2)ccc1N1CCCC1	0.9	10	7	100	1	-0.2	98	2	-9	14
O=C(CN1CCN(C/C=C/c2ccccc2)CC1)Nc1cc([N+](=O)[O-])ccc1Cl	0.8	-3	16	111	-12	-0.1	103	-4	-1	-16
O=C(Cc1coc2cc3c(cc12)CCC3)NC1CCCCCCC1	0.8	-20	22	98	2	-0.2	86	18	9	-9
Nc1nc(SCC(=O)N2CCOCC2)n[nH]1	0.9	7	11	101	-4	0.1	97	8	-4	7
O=C(NCc1nnc(SCc2ccc(F)cc2)n1-c1ccc(F)cc1)C12CC3CC(CC(C3)C1)C2	0.8	13	24	89	12	-0.2	110	-14	-5	1
Cc1ccc(CS(=O)(=O)c2nc3c(c(N(C)C)n2)CCCC3)cc1	0.8	12	22	91	9	0.0	96	9	-9	-27
Cc1cc(C(=O)Nc2c(F)cc(F)cc2Br)c(C)o1	0.9	13	12	106	-7	1.3	102	5	7	-17
Cc1ccc(O)c(C(=O)c2cnn(C(=O)COc3ccc(Cl)cc3)c2)c1	1.1	11	-5	96	4	-0.3	92	14	12	-6
COc1ccc(C(=O)c2c(C)oc3cc([N+](=O)[O-])c(O)c([N+](=O)[O-])c23)cc1	0.8	-7	19	97	4	-0.6	98	10	8	1
COc1ccc(NC(=O)C2CCC(CNc3c(N4CCC(C)CC4)c(=O)c3=O)CC2)cc1OC (centres undefined)	0.9	-7	13	99	1	0.1	96	13	-4	-3
Cn1c(Cn2nnc3ccccc32)nnc1SCC(=O)c1ccc(F)cc1	0.9	0	15	97	3	-0.4	95	15	-11	-17
COc1ccc(CCN=CC2=C(O)CCCC2=O)cc1OC	1	0	-4	103	-4	0.0	107	-3	0	9
The list continues:
SMILES	Diaphorase act	G6PDH CS	Diaph inh CS	STAT1 activator	STAT1 inh	Hsp70 activator	STAT3 act	STAT3 inh	TLR4 MyD88 comp	APP transl inh
Cn1c(-c2ccc3c(c2)OCO3)cnc1NCc1ccc(Cl)cc1	0.9	-6	9	99	1	-0.4	93	9	1	2
Cc1ccc(S(=O)(=O)Nc2ccc(NC(=O)Nc3ccc(F)cc3F)cc2)cc1	0.9	4	14	112	-13	0.1	98	5	-3	-19
O=C(NCC(c1cccs1)N1CCOCC1)c1ccccc1NS(=O)(=O)c1ccc(Br)cc1 (centres undefined)	0.8	6	25	99	0	-0.4	107	-7	2	-3
CCOC(=O)c1c(C)c(C(=O)NCc2ccccn2)c(C)n1CC	0.9	-16	14	101	-3	-0.2	98	9	-2	1
Cc1ccc(NS(=O)(=O)c2ccc(CCC(=O)NCCO)cc2)cc1	0.9	2	11	96	4	-0.3	102	-5	11	-14
COc1c(C)cc(Br)cc1C(=O)Nc1ccccc1C	0.9	2	11	108	-10	0.0	93	14	0	-1
CCNC(=S)NNC(=O)CCn1cc(C)cn1	0.9	11	11	93	8	-0.1	83	24	10	4
CCCCCCc1ccc(OCC(=O)O)cc1OCC(=O)O	0.9	6	5	96	5	-0.1	104	-1	-2	0
Cn1c(N)c(C(=O)COC(=O)CCC(=O)c2cccs2)c(=O)n(C)c1=O	0.9	12	10	96	4	-0.2	105	3	-15	-14
OCCN(CCO)CC(O)COc1ccc(C23CC4CC(CC(C4)C2)C3)cc1 (centres undefined)	0.9	2	13	88	13	-0.5	88	17	-2	53*
Cc1nonc1OCCn1nnnc1N	0.9	10	9	101	-1	0.0	100	2	4	3
O=C(CCN1C(=O)COc2ccccc21)NCCN1CCc2ccccc2C1	0.8	0	18	98	2	0.0	105	-1	-7	-26
COc1ccc(NC(=O)c2cnn3c(C(F)(F)F)cc(-c4ccco4)nc23)cc1OC	0.8	0	23	105	-6	-0.1	96	9	6	-1

In another format: 2 of the compounds above
smiles | Diaphorase act | G6PDH CS | Diaph inh CS | STAT1 activator | STAT1 inh | Hsp70 activator | STAT3 act | STAT3 inh | TLR4 MyD88 comp | APP transl inh
CCNC(=S)NNC(=O)CCn1cc(C)cn1 | 0.9 | 11 | 11 | 93 | 8 | -0.1 | 83 | 24 | 10 | 4
CCCCCCc1ccc(OCC(=O)O)cc1OCC(=O)O | 0.9 | 6 | 5 | 96 | 5 | -0.1 | 104 | -1 | -2 | 0

High-throughput results: PubChem BioAssay, several laboratories
